Compound activity as filed in PubChem.
Apaf-1 inh: inhibitors of human Apaf-1 apoptosome, primary screen, biochemical, DEVD-Rh110 fluorescence, uHTS; Apoptotic protease-activating factor 1 (Homo sapiens), O14727; reconstituted apoptosome caspase-3 activity; inhibition, % at 20 µM; 330,000 tested, 0.71% active; AID 489030, 2010; active means inhibition of at least 40% at 20 µM;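 further: plate controls were DMSO wells for no effect and DEVD-CHO caspase inhibitor wells for full effect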
Target sequence (O14727 whole entry, looked up): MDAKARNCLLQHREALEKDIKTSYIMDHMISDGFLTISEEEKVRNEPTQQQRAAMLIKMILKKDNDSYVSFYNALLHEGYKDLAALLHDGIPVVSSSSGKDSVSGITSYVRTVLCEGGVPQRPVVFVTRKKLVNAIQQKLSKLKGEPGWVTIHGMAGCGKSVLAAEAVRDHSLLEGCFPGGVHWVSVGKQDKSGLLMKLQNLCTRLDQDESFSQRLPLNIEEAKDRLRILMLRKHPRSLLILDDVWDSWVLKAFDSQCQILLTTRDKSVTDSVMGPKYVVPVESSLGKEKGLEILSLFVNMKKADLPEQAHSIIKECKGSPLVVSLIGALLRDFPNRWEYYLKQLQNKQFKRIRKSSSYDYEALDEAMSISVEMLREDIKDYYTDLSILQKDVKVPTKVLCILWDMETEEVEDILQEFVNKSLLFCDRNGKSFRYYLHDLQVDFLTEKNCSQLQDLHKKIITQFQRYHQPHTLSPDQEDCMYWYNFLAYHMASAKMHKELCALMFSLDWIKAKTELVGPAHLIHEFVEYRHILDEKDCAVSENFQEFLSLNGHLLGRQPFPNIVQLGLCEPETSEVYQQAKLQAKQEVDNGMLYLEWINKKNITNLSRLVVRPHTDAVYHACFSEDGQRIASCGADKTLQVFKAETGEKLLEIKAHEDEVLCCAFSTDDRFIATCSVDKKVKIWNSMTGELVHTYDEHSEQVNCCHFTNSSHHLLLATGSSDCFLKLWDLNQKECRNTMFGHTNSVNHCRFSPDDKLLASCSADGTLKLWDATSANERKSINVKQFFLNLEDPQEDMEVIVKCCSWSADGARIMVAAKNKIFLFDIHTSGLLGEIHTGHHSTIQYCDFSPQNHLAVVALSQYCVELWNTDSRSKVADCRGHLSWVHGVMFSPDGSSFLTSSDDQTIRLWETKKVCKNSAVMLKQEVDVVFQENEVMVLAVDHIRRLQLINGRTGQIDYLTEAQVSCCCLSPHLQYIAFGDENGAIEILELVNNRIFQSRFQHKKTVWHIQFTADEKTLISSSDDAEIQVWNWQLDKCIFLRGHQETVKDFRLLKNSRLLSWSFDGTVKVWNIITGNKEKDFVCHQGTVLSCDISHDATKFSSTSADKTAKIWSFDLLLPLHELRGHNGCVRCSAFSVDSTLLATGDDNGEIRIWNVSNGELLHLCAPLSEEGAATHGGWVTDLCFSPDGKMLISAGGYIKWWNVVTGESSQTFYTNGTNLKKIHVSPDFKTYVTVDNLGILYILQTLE
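System: reconstituted apoptosome with Apaf-1, cytochrome c, caspase-9, procaspase-3, dATP; Signal: Rh110 fluorescence intensity; Schedule: 30 min compound preincubation, 50 min activation, room temperature; Reagent: cytochrome c trigger plus (Z-DEVD)2-Rh110 caspase-3 substrate.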
NALP3 yeast inh: NALP3 inflammasome inhibitors in reconstituted yeast, primary screen, luminescence, uHTS; Yeast reconstituted NLRP3/ASC/caspase-1, beta-gal luminescence, 24 h; inhibition, % at 10 µM; AID 2825, 2010; 330,000 tested, 0.39% active;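 active means inhibition of 50% or more; inactive means inhibition below 50%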;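 further: plate controls were induced DMSO wells for no effect and uninduced yeast grown without galactose for full effect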
mIAP act: activators of mouse IAP, primary screen, biochemical, luminescence, uHTS; muIAP, CDP-Star luminescence, 30 min; active compounds read high; 1 = vehicle-only enzyme signal, 0 = enzyme-free wells; 330,000 tested, 0.24% active; activation factor at 10 µM; AID 2805, 2010;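 active means activation factor of at least 2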; further: the source names both 10 and 20 µM as test concentration; values of inactives mirror those of a sister screen read the other way
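also added = chemiluminescent substrate CDP-Star | test system = mouse IAP enzyme | signal = chemiluminescence readout | compound = DMSO-dissolved test compounds | incubation = 30 min at room temperature | benchmarks = DMSO wells, no-enzyme wells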
tim10-1 inh: growth inhibitors of tim10-1 mutant yeast, primary screen, luminescence, uHTS; S. cerevisiae tim10-1 ts strain growth, BacTiter-Glo, 24 h; inhibition, % at 20 µM; 330,000 tested, 2.2% active;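 active means inhibition of at least 40%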;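 further: mutant grown at 25 °C; 0% = DMSO wells with yeast and 100% = wells holding no yeast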
mIAP inh: inhibitors of mouse IAP, primary screen, biochemical, luminescence, uHTS; intestinal alkaline phosphatase [Mus musculus]; purified mouse IAP, CDP-Star luminescence, 30 min; inhibition, % at 10 µM; 330,000 tested, 0.2% active;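 active means inhibition of at least 40% at 10 µM in the primary screen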;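 further: plate controls were DMSO with enzyme for no effect and no enzyme wells for full effect; values of inactives mirror those of a sister screen read the other way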
hIAP activ: human IAP activators, primary screen, biochemical, luminescence, uHTS. purified human IAP, CDP-Star luminescence, 30 min; active compounds read high; 1 = vehicle-only enzyme, 0 = enzyme-free background. Intestinal-type alkaline phosphatase (Homo sapiens), P09923. 330,000 tested, 0.16% active. AID 2524, 2010. activation factor at 10 µM;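 active means activation factor of the enzyme at least 2-fold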; further: the source names both 10 and 20 µM as test concentration; values of inactives mirror those of a sister screen read the other way
hIAP inh: human IAP inhibitors, primary screen, biochemical, luminescence, uHTS; Intestinal-type alkaline phosphatase (Homo sapiens), P09923; purified IAP, CDP-Star luminescence, 30 min; inhibition, % at 10 µM; 330,000 tested, 0.12% active; AID 2544, 2010;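 active means inhibition reaching a set limit with compound at 10 µM in the primary screen, cut at about 35% in these data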;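 further: plate controls were DMSO wells with enzyme for no effect and no-enzyme buffer wells for full effect; values of inactives mirror those of a sister screen read the other way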
TIM10 inh: growth inhibitors of isogenic TIM10 control yeast, primary screen, counter-screen for tim10-1 yeast inhibitor project, luminescence, uHTS; inhibition, % at 10 µM; S. cerevisiae TIM10 strain growth, BacTiter-Glo luminescence, 24 h; 330,000 tested, 1.4% active;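 active means inhibition of 40% or more at the single tested concentration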;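 further: wild-type TIM10 isogenic control strain grown at permissive 25 °C; 0% = DMSO yeast wells and 100% = minimal medium wells without yeast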
ATG4B inh: ATG4B protease inhibitors, primary screen, biochemical, fluorescence, uHTS; Cysteine protease ATG4B (Homo sapiens), Q9Y4P1; ATG4B cleavage of LC3-PLA2, NBD-HPC fluorescence, 1 h; inhibition, % at 8.33 µM; 340,000 tested, 0.51% active; AID 504462, 2011; in the data active means inhibition above about 40%
* = called active by the depositor.

#	Molecule	Apaf-1 inh	NALP3 yeast inh	mIAP act	tim10-1 inh	mIAP inh	hIAP activ	hIAP inh	TIM10 inh	ATG4B inh
1	CC1(c2nnc(Cc3ccccc3)o2)CC(c2cccc(F)c2)=NO1 (centres undefined)	4	34	0.98	10	2	1.1	-9	-9	-9
2	Cc1ccc(NC(=O)c2cc(C)nc3ccccc23)cc1	6	14	0.97	7	3	0.92	8	-5	-6
3	O=C(/C=C/c1cc([N+](=O)[O-])ccc1OC(F)F)Nc1cccc([N+](=O)[O-])c1	-18	-12	0.97	4	3	1	-2	-3	-10
4	Cc1ccc(NC(=O)CSc2nc(N)cc(=O)[nH]2)cc1S(=O)(=O)N1CCCCCC1	2	7	0.9	26	10	0.98	2	14	-6
5	C=C1SC(Nc2c(C)cccc2C)=NC12CCCCC2	3	11	1	26	-3	0.92	8	30	-2
6	CCOc1ncccc1C(=O)OCC(=O)N(CC(C)C)c1c(N)n(Cc2ccccc2)c(=O)[nH]c1=O	2	10	0.94	2	6	0.92	8	-1	-4
7	NC(=O)c1ccc[n+](CC(=O)c2ccc(NC(=O)c3ccccc3)cc2)c1	-4	8	0.97	12	3	0.95	5	4	5
8	N=c1c2c(n(Cc3ccc(F)cc3)c3c1CCC3)CCCC2	-14	18	1.1	-16	-9	1.1	-7	-21	-4
9	CC(C)C(=O)N(c1ccc2oc(=O)sc2c1)S(=O)(=O)c1cccs1	-2	1	0.8	12	20	1	-5	9	-5
10	CCOc1ccc(NC(=O)c2ccc(NC(=O)COC(=O)c3ccc(NC(=O)CC#N)cc3)cc2)cc1	4	33	1	2	-3	1.2	-22	-16	8
11	Cc1[nH][nH]c(=O)c1C	-7	11	1	-13	0	0.87	13	-4	2
12	N#CCCN(C(=O)CN1C(=O)NC2(CCCC2)C1=O)c1ccccc1F	0	11	1.1	7	-9	0.97	3	-9	-8
13	O=C(c1cccs1)N1CCN(c2nc3ccccc3s2)CC1	-2	20	0.94	2	6	0.86	14	1	2
14	CCOC(=O)CC(=O)CSc1nc2ccccc2c(=O)n1-c1ccc(C(=O)N2CCOCC2)cc1	-23	-6	0.74	12	26	0.98	2	16	2
15	CCCNC(=O)c1ccc(N2CCC3(CC2)CC(c2cccc(Br)c2)=NO3)c(NC(=O)c2ccccc2)c1	14	5	0.96	1	4	0.81	19	-2	-9
16	Cc1cc(Cl)ccc1OCC(=O)OC(C)C(=O)NC(N)=O (centres undefined)	-6	11	0.97	13	3	0.99	1	-4	-12
17	Cc1nc(NC(=O)CSc2nnnn2C)sc1C	-3	3	1.1	11	-8	0.98	2	6	-4
18	O=C1CCC/C1=C/Nc1ccc2c(c1)OCO2	10	5	0.89	16	11	0.89	11	23	1
19	O=C(Nc1ccnn1C1CCN(Cc2cccc(OCCO)c2)CC1)c1cccc(F)c1	9	9	1	-4	-3	1.2	-25	3	15
20	CCOC(=O)c1cnc(SCc2nc(N)nc(Nc3ccccc3)n2)nc1N	5	21	0.99	24	1	0.97	3	28	7
21	Cc1ccc(C(=O)NC2(C(F)(F)F)N=C3SCCN3C2=O)cc1 (centres undefined)	8	17	1	9	-2	1.1	-6	4	14
22	CCOCCc1nnc(NC(=O)C2CC(=O)N(CCc3ccc(F)cc3)C2)s1 (centres undefined)	5	8	0.99	7	0	1	-2	2	-4
23	Cc1nc(NN)nc(NCc2ccccc2)n1	5	10	1.1	7	-6	0.95	5	6	7
24	COC(=O)/C=c1/s/c(=C(/C#N)C(=O)N2CCCCC2)n(-c2ccccc2)c1=O	1	5	0.7	22	30	1	-1	9	-3
25	Nc1cc(C(F)(F)F)cc([N+](=O)[O-])c1N	-3	24	1.1	-4	-10	0.84	16	-11	3
26	COc1cc(C(=O)Nc2ccc(N(C)C)cc2)c([N+](=O)[O-])cc1OC	-7	3	0.88	2	12	0.84	16	-6	-9
27	CCOC(=O)C1=C(CC)OC(N)=C(C#N)C1c1ccsc1 (centres undefined)	3	16	1.1	13	-6	1.1	-7	-6	-2
28	CC(C)OC(=O)CC1C(=O)NCCN1C(=S)NC(=O)CCc1ccccc1 (centres undefined)	-14	9	0.96	10	4	1	-4	3	-6
29	Clc1ccc(-c2nnc(NCCN3CCCC3)c3ccccc23)cc1	12	-2	1	10	-2	1	0	-2	0
30	CC(=O)NC(c1ccc(C(C)C)cc1)c1ccc2cccnc2c1O (centres undefined)	-2	18	0.91	9	9	1.4	-42	-30	-1

Brought forward from above: 4 entries, followed by the next part.
#	Molecule	Apaf-1 inh	NALP3 yeast inh	mIAP act	tim10-1 inh	mIAP inh	hIAP activ	hIAP inh	TIM10 inh	ATG4B inh
27	CCOC(=O)C1=C(CC)OC(N)=C(C#N)C1c1ccsc1 (centres undefined)	3	16	1.1	13	-6	1.1	-7	-6	-2
28	CC(C)OC(=O)CC1C(=O)NCCN1C(=S)NC(=O)CCc1ccccc1 (centres undefined)	-14	9	0.96	10	4	1	-4	3	-6
29	Clc1ccc(-c2nnc(NCCN3CCCC3)c3ccccc23)cc1	12	-2	1	10	-2	1	0	-2	0
30	CC(=O)NC(c1ccc(C(C)C)cc1)c1ccc2cccnc2c1O (centres undefined)	-2	18	0.91	9	9	1.4	-42	-30	-1
31	COc1cc(-c2nc(-c3ccccc3)c(-c3cccs3)[nH]2)cc(OC)c1OC	16	-15	1.4	27	-40	0.97	3	24	14
32	COc1ccccc1CNC(=O)CCS(=O)(=O)Cc1ccc(C)cc1	-5	18	0.95	8	5	1	-4	-3	6
33	CCOc1cccc(C(=O)Nc2cccnc2)c1	-2	12	0.99	7	0	0.94	6	7	-4
34	O=C(CC1(O)C(=O)Nc2ccc(Br)cc21)c1ccc2c(c1)OCO2 (centres undefined)	4	25	1	22	-4	1.1	-14	-19	-11
35	CCOC(=O)CC(NC(=O)CCc1c(C)nc2nc(C)nn2c1C)c1ccc(C)cc1 (centres undefined)	-4	1	0.98	-5	2	1	-4	1	-1
36	COc1ccc(C2/C(=C(\O)c3ccc4c(c3)OCCO4)C(=O)C(=O)N2Cc2ccco2)c(OC)c1 (centres undefined)	8	10	0.98	6	2	1.2	-22	2	-12
37	O=c1c2ccccc2[nH]c(=S)n1CCc1ccccc1	-11	16	0.92	16	8	1	0	19	1
38	Cc1ccc(-c2cc(C(F)F)n3ncc(C(=O)N4CCN(c5ccccn5)CC4)c3n2)cc1	33	25	0.82	35	18	0.92	8	14	-3
39	COC(=O)C1=C(N)Oc2cc(C)n(Cc3ccco3)c(=O)c2C1c1cccc(Cl)c1 (centres undefined)	17	25	0.96	19	4	1.1	-13	8	1
40	C=CCSc1ncc(C#N)c(N)n1	0	-1	0.99	11	1	1.2	-21	6	21
41	CC(C)CCNC(=O)C(=O)Nc1ccc2c(c1)N(S(=O)(=O)c1cccs1)CCC2	27	0	0.91	30	9	1.1	-9	20	7
42	COC(=O)CCN(c1ccccc1)S(=O)(=O)c1cc(-c2cc(C)no2)ccc1C	22	10	0.96	39	4	1.3	-27	-11	-14
43	COc1ccc(OCCCC(=O)Nc2cc(Cl)ccc2-n2cncn2)cc1	-6	31	1.1	-3	-8	1	-5	-5	-2
44	Nc1nc(-c2ccccc2)c(N=Nc2cccc3ccccc23)s1	15	37	0.69	15	30	0.65	35*	3	12
45	Nc1nccc(-c2nn(-c3ccc(Cl)cc3)ccc2=O)n1	-2	-15	1.1	-15	-9	1.1	-6	-10	-3
46	COc1ccc(NC(=O)CN(C)C(=O)C2CCCO2)cc1 (centres undefined)	-15	4	0.96	1	4	0.98	2	-2	1
47	O=C(O)c1ccc(NCc2ccc(Br)cc2)cc1	8	31	0.97	-48	3	1.1	-5	-24	7
48	CCO[C@@H]1OC(C(=O)N2CCCCCCC2)=C[C@H](c2ccc3c(c2)OCO3)[C@H]1CCCO	3	-3	0.94	20	6	0.89	11	23	-3
49	CN1C=CC=C/C1=C1/SC(=S)N(Cc2ccccc2)C1=O	15	27	0.92	8	8	0.84	16	-7	-11
50	COc1ccc(-c2nc(CS(=O)(=O)CC(=O)NCc3ccccc3Br)c(C)o2)cc1	20	2	1.3	21	-26	1.1	-6	12	84*
51	CC1CCN(S(=O)(=O)N2CCC(C(=O)NCc3ccc4c(c3)OCO4)CC2)CC1	-6	11	1	29	-3	1.2	-17	-6	-2
52	CCN(CC)C(=O)Cn1c(=O)oc2ccccc21	1	22	0.98	-29	2	1.2	-15	-24	-6
53	COC(C[C@@H]1O[C@H]1[C@@H](O)COCc1ccccc1)OC	1	8	0.93	-18	7	1	-4	-2	3
54	COc1ccc2[nH]c(=O)c(-c3nnn(-c4ccccc4)n3)cc2c1	13	9	0.97	-4	3	1	-4	-9	-5
55	COc1ccc(/C=C/C2=CC(C)(C)NC(=S)N2)c(OC)c1	6	27	1	43*	-4	0.92	8	10	-12
56	O=C(Cn1cc(Br)ccc1=O)Nc1ccc2c(c1)OCO2	3	15	0.89	-12	11	0.94	6	-1	1
